High-throughput results from PubChem BioAssay.
Pol eta inh – qHTS for Inhibitors of Polymerase Eta. DNA polymerase eta (Homo sapiens), Q9Y253. recombinant Pol eta, fluorescent DNA replication assay. Potency, µM (titrated, usually from 114 µM), for the others: at the top dose activity change, negative = inhibition, usual class: inhibitors. hit rate 1.2% among 390,000; note: potency is the fitted concentration of half-maximal effect; % is set by controls: 0 for no effect and ±100 for the full control effect
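Fluorescent replication assay: 50 nM final substrate added after a 15 min room-temperature compound preincubation with 10 nM enzyme. Signal taken at 0 min and again at 10 min.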
ERG Ets-DNA blk – qHTS for Small Molecule Inhibitors of the ERG Ets/DNA interaction. Transcriptional regulator ERG (Homo sapiens), P11308. Potency, µM (titrated, usually from 76.9 µM), inactives show top-dose FP activity, negative = inhibition, hits mostly inhibitors. fluorescence polarization, His-ERG Ets domain / labelled DNA. hit rate 0.028% among 370,000; active = well fitted inhibition curve with a large enough effect in the polarisation, with a control signal flat; inconclusive = small, poorly fitted or top-dose-only effect, or effect the other way, or a change in a side signal; inactive = no such curve, though single readings can be large or run the other way; the % refers to the polarisation;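 note: polarization taken with two DNA probes labelled with fluorescein and Texas red; potency is the fitted concentration of half-maximal effect; % of control where 0% means no effect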
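His-tagged ERG Ets domain (1 uM in the protein solution; 300mM KCl, 50mM Tris-HCl, 1mM EDTA, 1mM DTT, pH 7.5) received compound, then a probe mix of 5 nM fluorescein-DNA and 100nM Texas-615-DNA. Fluorescence polarization was read for both dyes.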
Apoferritin bind – qHTS Assay for Identification of Novel General Anesthetics; Potency, µM (series often up to 77.5 µM), for inactives: at the top dose activity change, negative = displacement, actives largely listed as inhibitors; hit rate 0.074% among 350,000; apoferritin/1-aminoanthracene competitive binding, fluorescence; AID 485281, 2010; note: potency is the fitted concentration of half-maximal effect; % is set by controls: 0 for no effect and ±100 for the full control effect; nearly all actives have a fitted effect of over 20% in size
Target sequence (P02791 2-175 limits assumed): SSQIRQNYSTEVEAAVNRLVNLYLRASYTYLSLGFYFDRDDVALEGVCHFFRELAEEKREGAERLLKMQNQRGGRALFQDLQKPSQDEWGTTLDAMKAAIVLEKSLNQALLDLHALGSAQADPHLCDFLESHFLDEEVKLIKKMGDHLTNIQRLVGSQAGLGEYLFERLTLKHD
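Concentration-response curves derived by four-parameter Hill fitting of normalized fluorescence, where compounds displaced 1-AMA from 10 uM horse apoferritin following a brief 10 min room-temperature incubation; propofol titration acted as positive control.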
POLB inh – qHTS Assay for Inhibitors of DNA Polymerase Beta; P06746; Potency, µM (doses to about 114 µM), for the others: at the highest dose activity change, negative = inhibition, hits mostly inhibitors; AID 485314, 2010; Pol beta primer extension/strand displacement, fluorescence kinetic; hit rate 1.3% among 340,000; note: potency is the fitted concentration of half-maximal effect; % is set by controls: 0 for no effect and ±100 for the full control effect
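Kinetic readout of DNA synthesis with strand displacement by Pol beta. Compound and 10 nM enzyme sit 15 min at room temperature; 50 nM substrate starts the reaction, read immediately and at 10 min.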
LDHA block – qHTS assay for inhibitors of human lactate dehydrogenase. L-lactate dehydrogenase A chain (Homo sapiens), P00338. purified LDHA, NADH/diaphorase-resazurin fluorescence; hits give low values. activity change, % (values are at about 110 or 230 µM). hit rate 0.15% among 480,000. AID 1347041, 2019; in the data active = activity change below about -30%; inconclusive = mostly about -25% to -30%;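 note: plate controls were DMSO wells for no effect and wells without enzyme for full effect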
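LDH5 2 nM; NADH 0.06 mM, pyruvate 0.2 mM; 200 mM Tris pH 7.4, EDTA, Tween-20; 5 min RT. Detection: diaphorase 0.133 mg/mL + resazurin 37 µM, fluorescence ex540/em590 at 0 and 20 min; normalized to enzyme-free and DMSO wells.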
APE1 inh – qHTS Assay for Inhibitors of the Human Apurinic/apyrimidinic Endonuclease 1 (APE1); recombinant APE1, TAMRA/BHQ-2 abasic DNA cleavage fluorescence; hit rate 0.35% among 350,000; DNA repair nuclease/redox regulator APEX1 (Homo sapiens), P27695; Potency, µM (series often up to 65.8 µM), for the others: at the top dose activity change, negative = inhibition, actives largely listed as inhibitors;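 note: potency is the fitted concentration of half-maximal effect; plate controls were vehicle for no effect and reference inhibitor for full effect; nearly all actives have a fitted effect of over 55% in size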
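Incision of a quenched TAMRA/BHQ-2 THF abasic-site duplex (50 nM) by 0.75 nM APE1, after 15 min compound preincubation, measured as fluorescence increase over three 60 s reads. Values normalized to buffer, DMSO and NSC13755 control wells.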
POLK inh – qHTS for Inhibitors of Polymerase Kappa; DNA polymerase kappa (Homo sapiens), Q9UBT6; purified Pol kappa, fluorescent DNA synthesis assay, 10 min; Potency, µM (titrated, usually from 107 µM), for inactives: at the highest dose activity, negative = inhibition, hits mostly inhibitors; hit rate 0.53% among 400,000; AID 588579, 2011; note: potency is the fitted concentration of half-maximal effect; % is set by controls: 0 for no effect and ±100 for the full control effect
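Kinetic fluorescence screen: compound preincubated 15 min RT with 10 nM enzyme; 50 nM substrate (final) initiates; reads at 0/10 min.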
RGS4 inh – Inhibitors of Regulator of G Protein Signaling (RGS) 4: qHTS; Potency, µM (highest dose often 114 µM), for the others: at the top dose activity change, negative = inhibition, most hits filed as inhibitors; AID 504845, 2011; Transcreener GDP fluorescence polarization, RGS4-accelerated GTP hydrolysis; hit rate 0.039% among 390,000; Regulator of G-protein signaling 4 (Homo sapiens), P49798; note: potency is the fitted concentration of half-maximal effect; % is set by controls: 0 for no effect and ±100 for the full control effect; nearly all actives have a fitted effect of over 75% in size; some results filed as inactive show a strong effect at the top dose
Target sequence (P49798 whole entry, looked up): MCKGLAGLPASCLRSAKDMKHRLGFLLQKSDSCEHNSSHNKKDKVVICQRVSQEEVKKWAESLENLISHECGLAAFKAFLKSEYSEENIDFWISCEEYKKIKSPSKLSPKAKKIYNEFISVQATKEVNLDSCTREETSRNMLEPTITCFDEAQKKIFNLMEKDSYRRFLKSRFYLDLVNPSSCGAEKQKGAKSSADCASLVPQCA
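MLSMR compounds (23 nl, pin-transferred) preincubated 10 min at room temperature with a 500nM (2x) first reagent, then RGS4 at 900nM (2x) plus Transcreener GDP mix added; fluorescence polarization (620/688 nm) read before and after 90 min at 30 °C.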
12-LOX inh – Primary qHTS assay for inhibitors of human arachidonate 12S-lipoxygenase (ALOX12): Round 2. Polyunsaturated fatty acid lipoxygenase ALOX12 (Homo sapiens), P18054. purified 12hLO, xylenol orange hydroperoxide absorbance. Potency, µM (top dose mostly 108 µM), without a hit: top-dose activity change, negative = inhibition, usual class: inhibitors. hit rate 1.1% among 580,000; note: potency is the fitted concentration of half-maximal effect; % is set by controls: 0 for no effect and ±100 for the full control effect
Target sequence (P18054 whole entry, looked up): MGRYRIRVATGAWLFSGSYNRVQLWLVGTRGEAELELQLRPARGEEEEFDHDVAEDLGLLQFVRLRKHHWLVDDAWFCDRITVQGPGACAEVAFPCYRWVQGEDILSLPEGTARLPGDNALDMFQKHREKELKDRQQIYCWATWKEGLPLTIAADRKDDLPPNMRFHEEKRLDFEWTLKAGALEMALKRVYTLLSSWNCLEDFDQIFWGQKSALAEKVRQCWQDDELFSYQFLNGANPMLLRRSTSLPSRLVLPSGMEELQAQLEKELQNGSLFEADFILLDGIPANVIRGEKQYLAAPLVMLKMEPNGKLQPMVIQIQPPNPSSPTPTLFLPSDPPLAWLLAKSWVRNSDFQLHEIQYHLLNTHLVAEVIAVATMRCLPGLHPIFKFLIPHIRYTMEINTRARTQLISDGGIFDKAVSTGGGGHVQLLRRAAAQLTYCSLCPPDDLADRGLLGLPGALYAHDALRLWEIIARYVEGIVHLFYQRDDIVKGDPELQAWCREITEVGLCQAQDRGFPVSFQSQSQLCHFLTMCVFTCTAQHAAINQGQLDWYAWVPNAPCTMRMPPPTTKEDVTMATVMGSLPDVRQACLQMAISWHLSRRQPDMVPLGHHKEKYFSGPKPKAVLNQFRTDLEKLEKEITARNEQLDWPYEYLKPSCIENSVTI
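Hydroperoxide product was detected by ferrous iron/xylenol orange as the 573 to 405 nm absorbance ratio. Arachidonic acid at 40 uM (final) was turned over for 30 min at room temperature by 150 nM human 12hLO, pH 7.0 Hepes buffer, after 15 min compound preincubation.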
An asterisk follows results filed as active; ? = inconclusive; . = no result given; & = joins results of further samples; [ ] = dose if it differs, or a comment. Unless noted, calls come from the whole dose curve; as a rule, active = well fitted curve in the direction sought with a large enough effect; inconclusive = small, poorly fitted or top-dose-only effect, or another doubt; inactive = no such curve, though single readings can be large; an effect the other way counts as inactive or inconclusive. This is a subset; rates above refer to the full screens.

1) COc1ccccc1NC(=O)NC1CCS(=O)(=O)C1 (centres undefined)
2) O=C(O)CCCCCNC(=O)CCn1nnc2ccccc2c1=O
3) Cc1cccc(C)c1NC(=O)Cn1c(=O)cc(C)c2c(C)nn(-c3cccc(Cl)c3C)c21
4) COc1ccc(CCNC(=O)C2CCC(=O)N(C3CC3)C2)c(OC)c1 (centres undefined)
5) CCOc1ccc(OCCSc2nc3ccccc3[nH]2)cc1
Compound	1	2	3	4	5
APE1 inh	21%	2%	.	10%	-7%
Apoferritin bind	-9%	-12%	2%	-4%	?
POLK inh	2%	-6%	-19%	-1%	-13%
Pol eta inh	-1%	5%	-4%	0%	-7%
LDHA block	-14	-3	-3	-10	-23
POLB inh	?	25%	-9%	-1%	4%
12-LOX inh	-14%	-24%	-21%	0%	-4%
RGS4 inh	-7%	21%	-21%	-28%	3%
ERG Ets-DNA blk	8%	4%	3%	-2%	.

6) COc1ccc(OC)c(S(=O)(=O)n2nc(-c3ccccc3)cc2N)c1
7) COc1ccc(SC[C@H](Cc2ccccc2)N2CCN(C)CCC2=O)cc1
8) CCCCN(C)C(=S)Nc1ccc2nc3n(c(=O)c2c1)CCCCC3
9) CCOc1cc(-c2cc(C(=O)O)c3c(-c4ccccc4)[nH]nc3n2)ccc1O
10) CC1C(=O)Nc2ccccc2N1C(=O)c1ccc(F)cc1 (centres undefined)
Compound	6	7	8	9	10
APE1 inh	-3%	2%	1%	.	15%
Apoferritin bind	?	-15%	-11%	-2%	-14%
POLK inh	-1%	0%	10%	-5%	7%
Pol eta inh	-4%	0%	-23%	-6%	-10%
LDHA block	-4	0	1	-24	-1
POLB inh	4%	0%	9%	-18%	21%
12-LOX inh	-6%	11%	6%	0%	-8%
RGS4 inh	-1%	4%	-10%	5%	-10%[56.9 µM]
ERG Ets-DNA blk	21%	10%	22%	8%	-4%

11) O=[N+]([O-])c1ccc(N2CCN(c3nc(-c4ccc(Cl)cc4)cs3)CC2)cc1
12) CN1CCN(c2nc(-c3ccc(N(C)C)cc3)nc3ccccc23)CC1
13) C=CCn1c(Cc2ccc(OC)cc2)nnc1SCc1nc2ccccc2c(=O)[nH]1
14) CCOCCCNC(=O)C(c1ccc(Cl)cc1)N(Cc1cccs1)C(=O)c1ccc(NC(C)=O)cc1 (centres undefined)
15) CC(=O)Nc1sc2c(c1C(N)=O)CCC2
Compound	11	12	13	14	15
APE1 inh	1%	17%	2%	.	6%
Apoferritin bind	-17%	-22%	-10%	-16%	-2%
POLK inh	-5%	?	-3%	-12%	-18%
Pol eta inh	3%	.	-16%	-3%	-4%
LDHA block	-4	.	-3	-2	-1
POLB inh	-5%	.	-1%	-23%	0%
12-LOX inh	-12%	?	14%	-21%	5%
RGS4 inh	-2%	.	6%	-17%	-18%
ERG Ets-DNA blk	1%	.	1%	1%	-13%

16) COc1ccccc1Nc1c([N+](=O)[O-])cncc1[N+](=O)[O-]
17) CC(C)(C)c1nc(NC(=O)Nc2ccccc2)sc1Br
18) Cc1cccc(Nc2nnc(SCC(=O)NC3CCCc4ccccc43)s2)c1 (centres undefined)
19) O=C(Nc1cccc(Oc2c(F)c(F)c(F)c(F)c2F)c1)N1C[C@@H]2C[C@@H](C1)c1cccc(=O)n1C2
20) O=C(c1cc(F)ccc1F)C1CCCN(Cc2cccn2-c2ccccn2)C1 (centres undefined)
Compound	16	17	18	19	20
APE1 inh	2%	1%	-7%	3%&-1%	-2%
Apoferritin bind	?	?	-17%	-22%&-15%	-4%
POLK inh	-10%	-3%	-9%	-11%	-9%
Pol eta inh	-22%	-13%	-1%	-6%	0%
LDHA block	1	0	-9	-1	-7
POLB inh	-15%	-10%	-27%	28%&-12%	-19%
12-LOX inh	15%	-25%	5%	409%[activator]	-6%
RGS4 inh	39%	19%	2%	17%	5%
ERG Ets-DNA blk	1%	9%	-1%	-6%	-3%

21) COCCNC(=O)c1cn(C)c2ccc(S(=O)(=O)N(C)C3CCCCC3)cc2c1=O
22) COc1cc(OC)c(/C=N/NC(=O)COc2cccc3cccnc23)c(OC)c1
23) NS(=O)(=O)c1ccc(CNC(=O)CCC2CCCCC2)cc1
24) COCCC(=O)N1CCC(n2nccc2NC(=O)CCc2ccccc2)CC1
25) COCCn1c(=S)[nH]c2cc(C(=O)NCC3CCCO3)ccc2c1=O (centres undefined)
Compound	21	22	23	24	25
APE1 inh	-1%	-6%	-1%	-7%	12%
Apoferritin bind	-9%	-6%	-8%	0%	-3%
POLK inh	7%	-13%	-13%	-5%	-3%
Pol eta inh	-9%	-14%	6%	-14%	-8%
LDHA block	-3	-6	-2	-7	-2
POLB inh	6%	-27%	0%	6%	7%
12-LOX inh	0%[57.4 µM]	3%	10%	10%	?
RGS4 inh	11%	26%	8%	-39%	4%
ERG Ets-DNA blk	-2%	-7%	-4%	-3%	-6%

26) CCC(C)C(NC(=O)c1ccccc1NC(=O)c1ccco1)C(=O)NC1CCCCC1 (centres undefined)
27) O=C(NC1CC1)c1cccc(S(=O)(=O)N2CCOCC2)c1
28) CC1CCc2c(c3ccccc3n2C(=O)CCl)C1 (centres undefined)
29) Cc1ccccc1N1CCN(S(=O)(=O)c2nnc(NC(=O)c3ccc(Cl)cc3)s2)CC1
30) COc1ccc(C2NC(=O)CCC2[N+](=O)[O-])cc1 (centres undefined)
Compound	26	27	28	29	30
APE1 inh	1%	9%	1%	.	7%
Apoferritin bind	-19%	.	?	-1%	-9%
POLK inh	-9%	5%	-10%	-6%	9%
Pol eta inh	?	-3%	-35%	-6%	-8%
LDHA block	-14	2	1	-3	-2
POLB inh	3%	.	-17%	44%	-12%
12-LOX inh	10%	18%	0%	-3%	-4%
RGS4 inh	-11%	13%	2%	-20%	-17%
ERG Ets-DNA blk	0%	1%	-1%	2%	12%

31) C=CCCN(C(Cc1ccccc1)C(=O)OC)S(=O)(=O)c1cc(Br)ccc1Br (centres undefined)
32) CCCOC(=O)c1ccc(Oc2coc3c(CN(CC)CC)c(O)ccc3c2=O)cc1
33) COc1ccc(Cc2noc(CN(C)CC(O)c3ccccc3)n2)cc1OC (centres undefined)
34) COC(=O)CN(c1ccc(C(C)C)cc1)S(=O)(=O)c1c(C)[nH]c(=O)[nH]c1=O
35) C=CCn1c(=NC(=O)CC)n(C)c2ccccc21
Compound	31	32	33	34	35
APE1 inh	-2%	12%	15%	0%	-2%
Apoferritin bind	6%	70%[activator]	-5%	-8%	-6%
POLK inh	-6%	-9%	-13%	8%	-5%
Pol eta inh	.	-12%	-5%	-21%	-7%
LDHA block	.	2	-2	-5	-8
POLB inh	.	34%	0%	27%	6%
12-LOX inh	.	11%	1%	1%	-28%
RGS4 inh	-1%	-4%	-1%	0%	27%
ERG Ets-DNA blk	.	3%	-7%	3%	-1%

36) Cc1ccc(Cn2c(CN3CCN(c4cccc(Cl)c4)CC3)nc3c2c(=O)n(C)c(=O)n3C)cc1
37) COc1ccc(CN2CCCN(C)CC2)c(OC)c1C
38) COc1ccccc1C(=O)NC(=O)COC(=O)CNC(=O)c1ccccc1F
39) CC(=O)Nc1cccc(NC(=O)C(=O)NCC(c2ccco2)N2CCc3ccccc32)c1 (centres undefined)
40) O=C(O)C1CC(=O)N(CCOc2ccccc2)C1 (centres undefined)
41) COc1ccc(NC(=O)CCN2C(=O)c3ccccc3S2(=O)=O)c(OC)c1
42) O=[N+]([O-])c1ccc(S(=O)(=O)NNC(=S)NCCc2ccccc2)cc1
43) CC1(C)C(=O)OC(c2ccccc2)C2(CCCC2)C1=O (centres undefined)
Compound	36	37	38	39	40	41	42	43
APE1 inh	.	8%	5%	-3%	-5%	-8%	11%	0%
Apoferritin bind	39%[activator]	2%	.	.	-9%	-10%	-13%	-20%
POLK inh	-14%	1%	-4%	-2%	-4%	-8%	1%	-14%
Pol eta inh	-22%	-11%	-4%	-23%	0%	7%	-6%	0%
LDHA block	1	-15	2	-2	-9	-8	-2	-3
POLB inh	-5%	?	.	.	-23%	29%	7%	17%
12-LOX inh	1%	-19%	54%[activator]	-1%	-26%	7%	?	80%[activator]
RGS4 inh	18%	-14%	2%	-11%	-1%	14%	-38%	6%
ERG Ets-DNA blk	-1%	2%	-10%	2%	4%	2%	-3%	-1%
